# Source: PubChem (several laboratories)
# PfHsp40 rescue – compounds rescuing yeast from Plasmodium falciparum HSP40 toxicity; S. cerevisiae expressing PfHsp40, growth rescue, ATP luminescence; growth rescue, % at 12.5 µM; hit rate 0.68% among 340,000; in the data active = growth rescue above about 28%, passing the limit was not always enough; inconclusive = no clear call, values can overlap the other calls;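 also: yeast W303a lacking pdr1 and pdr3 grown in galactose medium; growth measured after three days at 30 °C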
# PriA SSB inh – K. pneumoniae PriA-SSBct interaction inhibition; AlphaScreen SSBct-PriA binding, biotinylated peptide; inhibition, % at 33 µM; hit rate 0.6% among 430,000; in the data active = inhibition mostly above about 37%, no sharp cut-off; inactive = mostly below about 20%;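 also: plate controls were negative control peptide for no effect and reference peptide for full effect; strong numbers were not always called active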
# Anthrax LF inh2 – anthrax lethal factor protease inhibition; inhibition, % at 10 µM; multiplex microsphere protease cleavage assay, LF; hit rate 0.12% among 360,000; P15917; AID 588501; also: plate controls were buffer without enzyme for full effect and enzyme alone for no effect
# TcdB GH inh – TcdB glycohydrolase inhibition; P18177; TcdB glycohydrolase enzymatic assay, plate reader; inhibition, % at 9.99 µM; hit rate 0.24% among 350,000; AID 652162; in the data active = inhibition above about 10%
# Vc quorum ag – inducers of Vibrio cholerae quorum light production without autoinducers | V. cholerae BH1578 lux reporter, luminescence, 6 h | activation, % at 18.7 µM | hit rate 0.16% among 350,000 | AID 588436; in the data active = activation mostly above about 9.7%, no sharp cut-off; inconclusive = no clear call, values can overlap the other calls; inactive = mostly below about 3.7%; also: not every result past the cut was called active; inactives centre near 0; reference of the scale not given here
# BoNT-A LC inh2 – inhibitors of Botulinum neurotoxin A light chain protease. inhibition, % at 10 µM. multiplex microsphere protease substrate cleavage, flow cytometry. hit rate 0.17% among 360,000; also: plate controls were buffer without enzyme for full effect and enzyme alone for no effect
# 3CLpro inhibitor – SARS-CoV 3CLpro protease inhibition. recombinant SARS-CoV 3CLpro, quenched FRET peptide cleavage. inhibition, % at 6 µM. hit rate 0.14% among 290,000; in the data active = inhibition above about 12%
# PrPC surface inh – reduces human prion protein on the cell surface | P04156 | cell surface PrPC, TR-FRET read-out | inhibition, % at 13.8 µM | hit rate 0.43% among 370,000 | AID 720596; in the data active = inhibition above about 24%; also: 0% = median of the test wells and 100% = reference compound wells
# Yp Topo-I inh – inhibitors of Yersinia pestis topoisomerase I. activity, % at 10 µM. Y. pestis Topo-I cleavage product accumulation, plate reader. AID 504884. hit rate 0.064% among 360,000; in the data active = activity above about 50%, passing the limit was not always enough; inconclusive = no clear call, values can overlap the other calls; also: inactives centre near 2
# An asterisk follows results filed as active; i = inactive; ? = inconclusive; / = not tested or not shown. Rule as the data show it, unless noted: active = inhibition above about 30%; inconclusive = no clear call, values can overlap the other calls; inactive = below that. This is a subset; the hit share may differ from the screen's.
1. O=C(Nc1ccccn1)c1sc2cccc(F)c2c1Cl
2. CCC(=O)N1c2ccc(S(=O)(=O)NCCc3ccccc3)cc2CC1C (stereo not drawn)
3. O=C(CN1C2=NCCCN2c2ccccc21)c1ccc(Br)s1
4. COc1ccc(/C=N/NS(=O)(=O)c2ccc(C)cc2)cc1OC(=O)c1ccc(C)cc1
5. COc1ccc(NC(=O)C2C3C=CC(C3)C2C(=O)NCc2ccco2)cc1 (stereo not drawn)
6. COc1ccc(C2/C=C\CN(C(=O)C3CC3)[C@H](Cc3ccccc3)C(=O)N2Cc2ccc(F)cc2)cc1 (stereo partly drawn)
7. COc1ccccc1C(=O)Nc1nnc(CCc2ccccc2)s1
8. O=C1N[C@@H](Cc2ccccc2)COC(=O)[C@@H](Cc2ccc(F)cc2)CC/C=C/C[C@H]1CC(=O)N(CCO)Cc1ccccc1
9. O=S1(=O)N=C(Nc2nc3c(s2)CCCC3)c2ccccc21
10. Cc1ccsc1C(=O)C1CCCN(Cc2cccc(-n3cccn3)c2)C1 (stereo not drawn)
Compound	1	2	3	4	5	6	7	8	9	10
PfHsp40 rescue	0.8	0.0	-0.2	-0.9	0.7	-1.3	2.3	2.9	1.2	2.5
PriA SSB inh	3	4	-2	/	-13	0	-8	3	-7	-6
Anthrax LF inh2	-2	2	3	-4	0	-6	15	3	-5	-2
TcdB GH inh	1.3	0.7	/	/	/	/	0.3	2.0	/	2.3
Vc quorum ag	i	0.1	i	i	-13	-0.8	-0.7	7.1	i	i
BoNT-A LC inh2	-0.3	1.1	3.3	0.5	-0.7	0.2	-1.6	-0.7	0.9	-2.8
3CLpro inhibitor	4	1	-7	5	0	/	2	/	1	-1
PrPC surface inh	2	-1	2	-9	8	/	4	-1	-2	-5
Yp Topo-I inh	-1	13	1	11	5	-5	31	22	-1	7

11. Cc1nn(C(CC(=O)O)C(=O)O)c(C)c1Br (stereo not drawn)
12. O=C(Nc1ccccc1)Nc1cccn(Cc2c(F)cccc2Cl)c1=O
13. O=C(Nc1ccc(Cl)cc1)c1nc[nH]c1C(=O)N1CCN(c2ccccc2)CC1
14. Cc1csc(C(C#N)C(=O)c2ccc(S(=O)(=O)N3CCCC3)cc2)n1 (stereo not drawn)
15. Cc1cccc(CN2CCC(n3nccc3NC(=O)CCCc3ccccc3)CC2)n1
16. Cc1nn(C)cc1NC(=O)c1ccc(Br)o1
17. CC(=O)c1ccc(NC(=O)C(C)O/N=C(\N)c2ccccc2)cc1 (stereo not drawn)
18. Cc1ccc(O)c(C(=O)c2cnn(-c3ccc(S(=O)(=O)N4CCOCC4)cc3[N+](=O)[O-])c2)c1
19. COC(=O)c1ccc(CNC(=O)c2ccc(S(=O)(=O)N(C)c3ccccc3OC)cc2)cc1
20. COc1ccc2c(c1)c(C(=O)N1CCN(C)CC1)c(C)n2-c1ccccc1
Compound	11	12	13	14	15	16	17	18	19	20
PfHsp40 rescue	0.0	1.5	-1.0	3.1	0.0	-1.1	0.1	-0.3	1.0	-0.5
PriA SSB inh	-7	-3	-5	-9	-6	14	i	1	13	3
Anthrax LF inh2	-5	-2	0	6	7	0	2	0	-4	2
TcdB GH inh	-0.4	0.7	0.7	/	0.7	/	1.1	-1.3	0.1	/
Vc quorum ag	i	-0.3	-0.5	-1.7	i	-0.1	i	-0.4	-0.3	3.5
BoNT-A LC inh2	0.4	-0.9	-0.1	4.9	1.9	0.0	-8.0	-1.5	0.6	0.7
3CLpro inhibitor	2	4	/	2	-4	-2	/	-2	/	0
PrPC surface inh	2	20	-2	2	-1	5	1	-2	-1	3
Yp Topo-I inh	2	-3	-7	-1	12	-3	0	-4	25	-2

21. O=C(O)c1cc(NN=C2c3ccccc3-c3ccccc32)ccc1Cl
22. CC(C)(C(=O)c1ccccc1)/[N+]([O-])=C/c1ccccc1F
23. CCN1C(=O)[C@H]2[C@@H](c3ccc(-c4ccc(F)cc4)cc3)N3CCCC[C@@]3(C(=O)OC)[C@H]2C1=O
24. CCCCn1c(N)c(N(CCC(C)C)C(=O)C2CCCO2)c(=O)[nH]c1=O (stereo not drawn)
25. CC(C)(C)c1ccc(OCCC(=O)NCC(c2cccs2)N2CCOCC2)cc1 (stereo not drawn)
26. COc1cc(C(C)=O)ccc1OCCCN1CCC(Cc2ccccc2)CC1
27. CC[C@H]1C(O)C[C@H]2CCN3C(=O)CCC[C@H]1[C@H]23 (stereo partly drawn)
28. CCCN1Cc2cccc(C(=O)Nc3ccc(-c4nc5ccccc5[nH]4)cc3)c2C1=O
29. Cc1cccc(C(=O)OCC(=O)c2ccc(CC(=O)N3CCOCC3)s2)c1C
30. COc1nc(SC)nc(Cl)c1Cc1ccc(OC(C)C)cc1
Compound	21	22	23	24	25	26	27	28	29	30
PfHsp40 rescue	138*	-0.3	2.3	0.4	-0.5	-0.6	0.2	1.8	0.2	-1.8
PriA SSB inh	-4	-20	-4	-8	-9	-7	-5	1	3	2
Anthrax LF inh2	-2	-6	5	-3	-3	7	-4	-6	-1	-1
TcdB GH inh	0.5	/	1.6	2.6	0.9	0.6	1.0	/	0.6	-1.4
Vc quorum ag	-0.1	-12	i	-0.3	0.0	-0.5	i	i	2.0	-0.3
BoNT-A LC inh2	0.6	-0.7	0.1	0.0	-3.2	2.2	-0.2	-0.9	5.2	-0.6
3CLpro inhibitor	14*	-4	/	/	/	1	/	-6	/	-2
PrPC surface inh	-2	1	2	6	2	-7	2	-4	-3	-3
Yp Topo-I inh	-11	13	29	-1	20	8	-4	-1	7	22

31. CCCC1CCC(c2ccc(C(=O)NN)cc2)CC1 (stereo not drawn)
32. Cc1cc(C)n(CC(O)COCc2ccco2)n1 (stereo not drawn)
33. COc1cc(-c2coc3c(C(=O)NCc4ccc(C(F)(F)F)cc4)cccc23)ccc1O
34. CCN1C(=O)CC(NCc2ccc(S(N)(=O)=O)cc2)C1=O (stereo not drawn)
35. Cc1ccc(-c2cc(C(=O)NCc3ccco3)c3ccccc3n2)o1
36. COc1cc2c(cc1OC)-c1c(OC)c(OC)cc3c1[C@H](C2)N(C)CC3
37. O=C(c1ccc(Cl)cc1)C1CCN(C(=O)c2ccccc2F)CC1
38. CC(C)c1ccc(OCc2nc(-c3ccccn3)no2)c(Br)c1
39. CN1C(=O)[C@H]2[C@@H](c3ccc(C(F)(F)F)cc3)N[C@]3(CCCN(Cc4ccco4)C3=O)[C@H]2C1=O
40. O=C(CCn1c(=O)c2ccccc2n(Cc2ccccc2)c1=O)NCc1ccc2c(c1)OCO2
Compound	31	32	33	34	35	36	37	38	39	40
PfHsp40 rescue	2.2	-0.6	/	-0.7	-0.3	0.0	-0.7	0.2	/	?
PriA SSB inh	2	-10	/	-2	-17	73*	-18	-4	/	-3
Anthrax LF inh2	0	-2	-12	0	-3	-16	2	-3	3	-2
TcdB GH inh	/	/	-0.1	1.2	/	-1.0	-0.5	/	-0.8	/
Vc quorum ag	-0.2	i	0.1	-0.1	i	-10	i	-0.8	i	i
BoNT-A LC inh2	0.9	?	-1.4	0.3	-1.1	1.0	1.4	-0.7	-0.8	1.0
3CLpro inhibitor	-3	-1	/	0	4	-5	/	0	/	3
PrPC surface inh	3	-4	16	-6	-12	-45	3	8	11	-8
Yp Topo-I inh	3	-7	-2	10	-5	-7	3	19	-5	16

41. Cc1onc(-c2c(Cl)cccc2Cl)c1NC(=O)NNc1ccccn1
42. O=C(NC(Cc1c[nH]c2ccccc12)C(=O)O)c1ccc(Br)cc1 (stereo not drawn)
43. CCOc1ccc(-n2c(SCC(=O)NCc3ccco3)nnc2-c2c[nH]c3ccccc23)cc1
44. COC(=O)COc1ccc(S(=O)(=O)Nc2ccc(C(N)=O)cc2)cc1C
45. Cc1cccc(C)c1OCc1cc(C(=O)N(Cc2nccn2C)C(C)C)no1
46. CC(=O)c1cccc(NS(C)(=O)=O)c1
47. O=C(C1=C(O)C(=O)N(Cc2ccco2)C1c1ccccc1F)c1cccs1 (stereo not drawn)
48. Cc1ccc(-c2ccc(=O)n(Cc3cccc(Br)c3)n2)cc1
49. CC1(C)CC2(CC(c3ccccc3F)c3ccc(O)c(O)c3O2)NC(=S)N1 (stereo not drawn)
50. CC1(C)NC(=O)N(CC(=O)O)C1=O
51. CN(C)/C=C/C(=O)c1cnc2sccn2c1=O
52. O=C(O)c1cccc(N2C(=S)N=C(Nc3ccccc3)C23CCCCC3)c1
Compound	41	42	43	44	45	46	47	48	49	50	51	52
PfHsp40 rescue	0.4	-1.4	-0.9	-0.3	4.9	-0.4	-0.6	0.3	1.7	-0.7	-0.5	-1.3
PriA SSB inh	13	-3	6	-8	4	-4	-2	-22	-10	-2	1	-11
Anthrax LF inh2	-4	-2	-10	-7	4	0	-2	-19	-3	-4	-3	-1
TcdB GH inh	-0.5	-0.5	3.0	/	0.4	1.5	/	1.6	-29	/	1.2	-2.2
Vc quorum ag	-0.6	i	-0.5	-0.4	i	-0.5	-0.3	-0.4	-0.5	i	-0.2	-5.7
BoNT-A LC inh2	0.3	0.0	-0.9	-0.8	1.4	-0.7	-0.2	-4.4	-1.4	-1.8	-0.7	0.0
3CLpro inhibitor	1	0	0	-7	3	3	1	6	0	-3	5	2
PrPC surface inh	-13	0	2	5	-6	-2	-2	-1	-3	1	3	10
Yp Topo-I inh	-1	1	20	3	20	3	-1	9	12	11	-2	12

# Among those listed so far, these contain a Cl atom.
1. O=C(Nc1ccccn1)c1sc2cccc(F)c2c1Cl
12. O=C(Nc1ccccc1)Nc1cccn(Cc2c(F)cccc2Cl)c1=O
13. O=C(Nc1ccc(Cl)cc1)c1nc[nH]c1C(=O)N1CCN(c2ccccc2)CC1
21. O=C(O)c1cc(NN=C2c3ccccc3-c3ccccc32)ccc1Cl
30. COc1nc(SC)nc(Cl)c1Cc1ccc(OC(C)C)cc1
37. O=C(c1ccc(Cl)cc1)C1CCN(C(=O)c2ccccc2F)CC1
41. Cc1onc(-c2c(Cl)cccc2Cl)c1NC(=O)NNc1ccccn1
Compound	1	12	13	21	30	37	41
PfHsp40 rescue	0.8	1.5	-1.0	138*	-1.8	-0.7	0.4
PriA SSB inh	3	-3	-5	-4	2	-18	13
Anthrax LF inh2	-2	-2	0	-2	-1	2	-4
TcdB GH inh	1.3	0.7	0.7	0.5	-1.4	-0.5	-0.5
Vc quorum ag	i	-0.3	-0.5	-0.1	-0.3	i	-0.6
BoNT-A LC inh2	-0.3	-0.9	-0.1	0.6	-0.6	1.4	0.3
3CLpro inhibitor	4	4	/	14*	-2	/	1
PrPC surface inh	2	20	-2	-2	-3	3	-13
Yp Topo-I inh	-1	-3	-7	-11	22	3	-1
